uPA generation: qHTS for Inhibitors of Cell Surface uPA Generation. cell surface uPA generation assay, qHTS. Potency, µM (doses to about 38.3 µM), without a hit: at the top dose activity change, negative = inhibition, usual class: inhibitors. 330,000 tested, 0.31% active. AID 540303, 2011; active = well fitted inhibition curve with a large enough effect; inconclusive = small, poorly fitted or top-dose-only effect; inactive = no such curve, though single readings can be large or run the other way; tested in mouse RAW 264.7 cells; also: % is scaled to controls: 0 for no effect and ±100 for the full control effect; nearly all actives have a fitted effect of over 55% in size
Rab9 prom act: qHTS Assay for Rab9 Promoter Activators; Potency, µM (titrated, usually from 9.22 µM), for the others: at the highest dose activation, negative = inhibition, most hits filed as activators; Huh7 Rab9 promoter-luciferase reporter, luminescence, 24 h; 320,000 tested, 2.8% active; AID 485297, 2010; also: % of control where 0% means no effect; nearly all actives have a fitted effect of over 60% in size
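Promoter activation is measured as luciferase luminescence in Huh7 cells stably transfected with a Rab9 promoter–luciferase construct, following 24 h compound exposure at 37 °C and 10 min reagent incubation at ambient temperature.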
p53 reactivation: qHTS assay for re-activators of p53 using a Luc reporter; H1299 p53-A138V BP100-luciferase reporter, luminescence, 24 h; Potency, µM (doses to about 92.2 µM), for inactives: top-dose activity change, positive = activation, hits mostly activators; 320,000 tested, 0.063% active; also: % of control where 0% means no effect; nearly all actives have a fitted effect of over 45% in size
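p53-null H1299 cells stably carrying temperature-sensitive p53-A138V and a BP100-luciferase reporter were pinned with compounds (4-point, 1:5 series) and held 24 hrs at 37 deg C. Luminescence was read 10 min after detection reagent.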
BRCA1 expr up: qHTS Assay to Identify Small Molecule Activators of BRCA1 Expression | MCF7-BRCA1-FFLuc reporter, luminescence, 48 h; response scale: scaled: vehicle 0%, 10 µM genistein 100% | Potency, µM (series often up to 46.1 µM), for inactives: top-dose activation, usual class: activators | 380,000 tested, 1.1% active | AID 624202, 2012; also: nearly all actives have a fitted effect of over 80% in size; some results filed as inactive show a strong effect at the top dose
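Luminescence from a BRCA1-driven firefly luciferase in MCF7 cells was read after 48 h compound exposure at 37 C. Data normalized against DMSO and a 10microM genistein activation control, then curve-fitted across the titration.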
RORgamma inh: qHTS for inhibitors of ROR gamma transcriptional activity | Nuclear receptor ROR-gamma (Mus musculus), P51450 | Drosophila S2 Gal4-RORgamma UAS-luciferase reporter, 20 h | Potency, µM (doses to about 53.6 µM), for inactives: at the top dose activity change, negative = inhibition, usual class: inhibitors | 310,000 tested, 5.4% active | AID 2551, 2010; also: % is scaled to controls: 0 for no effect and ±100 for the full control effect; nearly all actives have a fitted effect of over 60% in size
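A Gal4/UAS one-hybrid system in insect cells: metallothionein-promoter Gal4–ROR gamma fusion plus Photinus luciferase reporter. Copper sulfate 700 uM final, 20 hr ambient incubation, luminescent detection after 10 min with reagent.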
MBNL1 CUG block: qHTS Assay for Inhibitors of MBNL1-poly(CUG) RNA binding. Muscleblind-like protein 1 (Homo sapiens), Q9NR56. TR-FRET MBNL1-His/biotin-(CUG)12 binding, 665/545 ratio. Potency, µM (top dose mostly 57.5 µM), for the others: top-dose activity change, negative = inhibition, hits mostly inhibitors. 280,000 tested, 0.036% active. AID 2675, 2010; active = well fitted inhibition curve with a large enough effect in the signal ratio, with a control signal flat, not every such curve was filed as active; inconclusive = small, poorly fitted or top-dose-only effect, or effect the other way, or a change in a side signal; inactive = no such curve, though single readings can be large or run the other way; the % refers to the signal ratio; also: % is scaled to controls: 0 for no effect and ±100 for the full control effect
Target sequence (Q9NR56 whole entry, looked up): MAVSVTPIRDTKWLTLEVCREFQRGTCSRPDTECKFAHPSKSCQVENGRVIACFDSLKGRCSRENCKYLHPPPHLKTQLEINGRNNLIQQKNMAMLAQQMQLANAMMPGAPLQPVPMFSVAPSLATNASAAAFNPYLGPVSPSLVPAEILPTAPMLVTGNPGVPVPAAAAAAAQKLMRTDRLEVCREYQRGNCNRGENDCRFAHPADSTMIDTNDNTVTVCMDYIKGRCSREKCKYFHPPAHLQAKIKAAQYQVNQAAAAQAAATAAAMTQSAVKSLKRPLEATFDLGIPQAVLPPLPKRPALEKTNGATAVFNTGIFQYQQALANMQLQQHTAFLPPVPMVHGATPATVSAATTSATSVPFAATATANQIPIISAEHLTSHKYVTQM
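TR-FRET readout: Ex 340 nm, 665/545 nm emission ratio, normalized to buffer-only (basal) and MBNL1-(CUG)12 controls. Complex of MBNL1-His with Biotin-(CUG)12, compounds 92 nM–58 uM, incubated 60 min at room temperature.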
VP16 counter: VP16 counterscreen qHTS for inhibitors of ROR gamma transcriptional activity; Drosophila S2 Gal4-VP16 UAS-luciferase, luminescence, 20 h; Potency, µM (titrated, usually from 53.6 µM), for inactives: top-dose activity, negative = inhibition, usual class: inhibitors; 310,000 tested, 3.5% active; AID 2546, 2010;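 also: Gal4-VP16 expression switched on by copper sulfate through the metallothionein promoter; % is scaled to controls: 0 for no effect and ±100 for the full control effect; nearly all actives have a fitted effect of over 50% in size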
NPC1 prom act: qHTS Assay for NPC1 Promoter Activators; Huh7 NPC1 promoter luciferase reporter, 24 h; Potency, µM (top dose mostly 9.22 µM), inactives show at the highest dose activation, most hits filed as activators; 320,000 tested, 2.4% active;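 also: % of control where 0% means no effect; nearly all actives have a fitted effect of over 60% in size; reporter is driven by a mutant NPC1 promoter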
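Compounds in DMSO were transferred onto Huh7 NPC1-luciferase reporter cells pre-incubated 2 h; after 24 h at 37 °C, Amplite reagent was dispensed and luminescence recorded 10 min later.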
ELG1 genotox: qHTS screen for small molecules that induce genotoxicity in human embryonic kidney (HEK293T) cells expressing luciferase-tagged ELG1 | HEK293T ELG1-luciferase reporter, luminescence, 16 h | 330,000 tested, 1.3% active | Potency, µM (highest dose often 46 µM), for the others: top-dose activity change, positive = activation, hits mostly activators; also: % of control where 0% means no effect; nearly all actives have a fitted effect of over 60% in size
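16 hr compound incubation (37 °C, 5% CO2) of HEK293T cells carrying luciferase-tagged ELG1; luciferase then measured by ONE-Glo luminescence after 30 min at RT.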
FLuc counter: qHTS profiling assay for firefly luciferase inhibitor/activator using purifed enzyme and Km concentrations of substrates (counterscreen for miR-21 project) | Luciferin 4-monooxygenase (Photinus pyralis), P08659 | purified FLuc, Km substrates, luminescence inhibition | Potency, µM (series often up to 57.5 µM), for inactives: at the top dose activity change, negative = inhibition, actives largely listed as inhibitors | 360,000 tested, 6.9% active;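 also: plate controls were vehicle for no effect and reference inhibitor for full effect; nearly all actives have a fitted effect of over 55% in size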
Target sequence (P08659 whole entry, looked up): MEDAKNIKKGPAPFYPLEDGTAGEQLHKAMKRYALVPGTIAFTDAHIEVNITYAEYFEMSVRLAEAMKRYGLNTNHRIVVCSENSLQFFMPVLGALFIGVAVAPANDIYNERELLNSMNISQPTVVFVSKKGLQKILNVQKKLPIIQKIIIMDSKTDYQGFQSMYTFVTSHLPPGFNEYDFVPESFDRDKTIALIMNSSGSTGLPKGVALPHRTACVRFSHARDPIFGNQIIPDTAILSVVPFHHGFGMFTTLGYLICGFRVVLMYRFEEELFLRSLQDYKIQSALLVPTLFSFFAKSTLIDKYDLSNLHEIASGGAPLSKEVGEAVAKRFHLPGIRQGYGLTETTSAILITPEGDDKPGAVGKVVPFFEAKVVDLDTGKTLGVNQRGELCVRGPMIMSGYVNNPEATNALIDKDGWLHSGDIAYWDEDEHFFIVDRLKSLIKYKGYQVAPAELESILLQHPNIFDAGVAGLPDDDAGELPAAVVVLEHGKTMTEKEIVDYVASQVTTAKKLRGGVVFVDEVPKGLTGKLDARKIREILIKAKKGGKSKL
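Purified P. pyralis luciferase, 10 nM final, with Km-level 10 uM D-luciferin and 10 uM ATP in 50 mM Tris acetate pH 7.5, 10 mM Mg acetate, 0.01% Tween-20, 0.05% BSA; 6-point qHTS titration about 60 µM downward; luminescence read.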
Numbers without * were called inactive; ? = inconclusive; . = no result given; & = joins results of further samples; [ ] = dose if it differs, or a comment. Unless noted, calls follow the shape of the dose curve; as a rule, active = well fitted curve in the direction sought with a large enough effect; inconclusive = small, poorly fitted or top-dose-only effect, or another doubt; inactive = no such curve, though single readings can be large; an effect the other way counts as inactive or inconclusive. Potency is read from the fitted curve at half-maximal effect.

#1 Cc1ccccc1NC1=NC(C)(C)N=C(N)N1
#2 c1ccc(CSc2nnc(Cc3ccccc3)o2)cc1
#3 N[C@@H](Cc1cc(I)c(Oc2ccc(O)c(I)c2)c(I)c1)C(=O)O
#4 Cc1cc(NC(=O)CCC(=O)N(c2ccc(F)cc2)C(C(=O)NC2CCCC2)c2ccccc2)no1 (stereo not drawn)
#5 Cc1ccc2nc(SCc3nnc(-c4ccccc4)o3)[nH]c2c1

Assay by compound	1	2	3	4	5
uPA generation	5%	7%	5%&3%	-1%	2%
Rab9 prom act	3%	?	-2%&0%&-4%	-2%	6%
p53 reactivation	1%	3%	3%&-2%&1%	-1%	2%
BRCA1 expr up	-2%	13µM*	-32%&5%	0%	-2%
RORgamma inh	-7%	38%	?	25%	13%
MBNL1 CUG block	-5%	-12%	84%[activator]	-5%	-5%
VP16 counter	2%	-17%	5%&8%&9%	-10%	1%
NPC1 prom act	9%	19%	-6%&3%&-3%	3%	2%
ELG1 genotox	0%	?	1%&-3%&3%	-13%	4%
FLuc counter	-1%	24µM*	1%&0%&3%	4%	-7%

#6 Cc1ccc(S(=O)(=O)NC(C)(C)C)cc1C(=O)OCC(=O)N1CCCC1=O
#7 CCc1nnc(NC(=O)c2ccc(Cl)c(S(=O)(=O)N3CCc4ccccc43)c2)s1
#8 CCOc1ccccc1C1CC(=O)Nc2cc(OC)c(OC)c(OC)c21 (stereo not drawn)
#9 CC(C)N(CC(N)=O)c1ccc(S(=O)(=O)N2CCCC2)cn1
#10 COCCCn1c(Cc2csc(Nc3ccccc3)n2)nnc1SCC(N)=O

Assay by compound	6	7	8	9	10
uPA generation	8%	3%	3%	3%	1%
Rab9 prom act	0%	-2%	0%	0%	-10%
p53 reactivation	3%	-3%	-3%	0%	8%
BRCA1 expr up	-3%	-30%	-30%	29%	-22%
RORgamma inh	.	20µM*	-24%	.	-17%
MBNL1 CUG block	.	3%	-13%	.	6%
VP16 counter	.	?	1%	.	-4%
NPC1 prom act	-2%	-1%	-5%	-1%	-2%
ELG1 genotox	-1%	-6%	-6%	3%	-1%
FLuc counter	4%	2%	-5%	5%	-6%

The final 2 compounds of the section before open the next one:
#9 CC(C)N(CC(N)=O)c1ccc(S(=O)(=O)N2CCCC2)cn1
#10 COCCCn1c(Cc2csc(Nc3ccccc3)n2)nnc1SCC(N)=O
#11 CCC(=O)Nc1nnc(S(=O)(=O)N2CCc3ccccc32)s1
#12 CC(C)[C@H](NC(=O)C1CCN(C(=O)[C@H](Cc2ccccc2)NC(=O)OC(C)(C)C)CC1)C(=O)O
#13 Clc1ccc(CNc2nc(CN3CCOCC3)nc3scc(-c4ccccc4)c23)cc1
#14 CC(C)CN1C(=O)c2ccc(C(=O)Nc3ccccn3)cc2C1=O
#15 CCOCCCNC(=O)Cc1ccc(-n2c(CC)nc3cccnc32)cc1

Assay by compound	9	10	11	12	13	14	15
uPA generation	3%	1%	-30%	4%	-11%	-1%	7%
Rab9 prom act	0%	-10%	3%	-4%	-4%	?	-19%[1.84 µM]
p53 reactivation	0%	8%	.	-1%	-8%	?	0%
BRCA1 expr up	29%	-22%	56%	-32%	-71%	15%	2%
RORgamma inh	.	-17%	26%	0%	11µM*	-19%	23%
MBNL1 CUG block	.	6%	8%	-3%	21%	?	-8%
VP16 counter	.	-4%	-25%	-5%	8.9µM*	13%	15%
NPC1 prom act	-1%	-2%	0%	-3%	-3%	?	-2%
ELG1 genotox	3%	-1%	1%	-1%	-8%	?	-3%
FLuc counter	5%	-6%	7%&-19%	0%	0%	2.7µM*	4%

#16 CC(=O)c1c(OCC(=O)N(C)C2CCCCC2)ccc2c(C)cc(=O)oc12
#17 O=C(COC(=O)C12CC3CC(CC(O)(C3)C1)C2)Nc1ccc(Br)cc1F
#18 CC(=O)Nc1ccc(Nc2ncnc3c2nnn3Cc2ccccc2Cl)cc1
#19 O=C(COc1ccc(S(=O)(=O)N2CCCCC2)cc1)NC1CCCCC1
#20 O=C(N=C1SC2CS(=O)(=O)CC2N1Cc1ccc(F)cc1)C1CC1 (stereo not drawn)

Assay by compound	16	17	18	19	20
uPA generation	2%	3%	1%	-3%	-2%
Rab9 prom act	.	3.5µM*	-3%	-13%	2%
p53 reactivation	-3%	?	-6%	-16%	-2%
BRCA1 expr up	-8%	30%	-25%	-18%	1%
RORgamma inh	.	.	0%	1%	-9%
MBNL1 CUG block	.	.	1%	-2%	-3%
VP16 counter	.	.	-4%	-6%	-12%
NPC1 prom act	.	?	-1%	0%	-3%
ELG1 genotox	3%	?	2%	6%	0%
FLuc counter	.	.	-3%	5%	2%

#21 CC(C)OC(=O)c1cc2c(=O)[nH]c(C(Cl)(Cl)Cl)nc2o1
#22 Nn1cnc2c(c1=O)C1(CCCCC1)Cc1ccccc1-2
#23 O=S(=O)(Nc1nc2ccc(S(=O)(=O)N3CCCC3)cc2s1)c1ccc(F)cc1
#24 COc1cc2ccccc2cc1C(=O)Nc1ccccc1C
#25 CCc1ccc(NC(=O)COn2nnc3ccc(S(=O)(=O)N(C)C)cc32)cc1

Assay by compound	21	22	23	24	25
uPA generation	0%	-8%	.	1%	-5%
Rab9 prom act	14%	-3%	22%	5%	2%
p53 reactivation	3%	-6%	-1%	20%	3%
BRCA1 expr up	-22%	-18%	4%	-17%	-23%
RORgamma inh	?	26%	-2%	-19%	39%
MBNL1 CUG block	6%	4%	15%	4%	-3%
VP16 counter	-6%	-2%	8%	13%	1%
NPC1 prom act	-1%	1%	1%	27%	9%
ELG1 genotox	2%	-3%	0%	?	9%
FLuc counter	?	4%	-1%	8.5µM*	0%

#26 Cc1ccc(C2c3[nH]c4ccccc4c3C[C@H]3C(=O)N(c4ccccc4C(=O)N4CCC[C@H]4C(=O)O)C(=O)N23)cc1 (stereo partly drawn)
#27 COc1ccc(C(=O)C2CCCN(C(=O)c3ccoc3C)C2)cc1F (stereo not drawn)
#28 Cc1ncsc1CCOC(=O)c1ccccc1
#29 O=C(NCCCCNCCCNC(=O)c1ccccc1)c1ccccc1
#30 O=C(Nc1ccccc1F)c1oc2ccccc2c1NC(=O)C1CC1

Assay by compound	26	27	28	29	30
uPA generation	-7%	-2%	-1%	8%	-4%
Rab9 prom act	-4%	2%	25%	.	-4%
p53 reactivation	2%	10%	-1%	-5%	7%
BRCA1 expr up	-3%	-2%	24%	7%	0%
RORgamma inh	?	3%	19%	.	?
MBNL1 CUG block	1%	2%	-3%	.	8%
VP16 counter	0%	-2%	-11%	.	?
NPC1 prom act	-1%	5%	11%	.	11%
ELG1 genotox	1%	-2%	?	4%	2%
FLuc counter	2%	-4%	?	.	-13%

#31 O=S(=O)(/C=C/c1ccccc1)N1CCN(c2nc(-c3ccccc3)nc3ccccc23)CC1
#32 COc1ccc(NC(=O)CSc2nccn2Cc2ccccc2)c(OC)c1
#33 COc1ccc(C)cc1NC(=O)CCCN1C(=O)CCC1=O
#34 CN(C(=S)NC(=O)c1ccc(Br)o1)c1ccccc1
#35 CCCn1c(CN2CCN(C(=O)OCC)CC2)nc2cc(NC(C)=O)ccc21

Assay by compound	31	32	33	34	35
uPA generation	2%	-4%	.	-4%	8%
Rab9 prom act	9%	6%	3%	-3%	-1%
p53 reactivation	3%	-3%	1%	8%	-2%
BRCA1 expr up	-4%	10%	0%	-33%	-16%
RORgamma inh	15%	14%	-12%	?	14%
MBNL1 CUG block	7%	-1%	-4%	-4%	-10%
VP16 counter	4%	-3%	1%	0%	-3%
NPC1 prom act	-8%	1%	2%	1%	-5%
ELG1 genotox	-9%	7%	-1%	1%	-2%
FLuc counter	-1%	-25%	12%	-6%	1%

#36 Cc1ccc2c(c1)c(-c1ccccc1)nc1nnnn12
#37 CC(C)(C)c1cnnn1-c1ccc(C=O)cc1
#38 COc1ccc(-c2sc3ccccc3c2/C=C/c2ccc(OC)c(OC)c2)cc1
#39 O=c1[nH]c(Cc2ccc(Cl)cc2)nc2ccccc12
#40 Cc1cccc(NC(=O)CN2CCN(C(=O)C(C)Oc3ccc(C#N)cc3)CC2)c1C (stereo not drawn)
#41 Cc1[nH]c2ccc(F)cc2c1CCN(Cc1ccco1)C(=S)NC(C)(C)C
#42 CCOC(=O)N1CCC(NC(=O)CCc2nc(-c3ccccc3F)no2)CC1

Assay by compound	36	37	38	39	40	41	42
uPA generation	-3%	.	?	0%	-4%	15%	6%
Rab9 prom act	-3%	-5%	.	6%	-2%	-7%	19%
p53 reactivation	4%	5%	0%	18%	-11%	5%	14%
BRCA1 expr up	-19%	7%	-11%	-1%	-5%	5%	-5%
RORgamma inh	4%	-16%	.	15%	.	-14%	8%
MBNL1 CUG block	-1%	13%	.	-8%	.	4%	12%
VP16 counter	1%	-10%	.	-10%	.	-7%	-5%
NPC1 prom act	-4%	-3%	.	0%	-1%	-1%	0%
ELG1 genotox	2%	3%	2%	13%	-3%	0%	2%
FLuc counter	-1%	0%	.	-2%	2%	3%	-1%

High-throughput results deposited in PubChem by National Center for Advancing Translational Sciences (NCATS).
